# Source: PubChem (several laboratories)
# HTRA1 inh = HTRA1 (human) protease inhibition | recombinant HTRA1, FP-rhodamine activity-based probe, fluorescence polarization | inhibition, % at 5.96 µM | 0.5% of 340,000 active | AID 504803; in the data active = inhibition above about 36%;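 also: 0% = enzyme with DMSO and 100% = wells lacking enzyme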
# Target sequence (Q92743 whole entry, looked up): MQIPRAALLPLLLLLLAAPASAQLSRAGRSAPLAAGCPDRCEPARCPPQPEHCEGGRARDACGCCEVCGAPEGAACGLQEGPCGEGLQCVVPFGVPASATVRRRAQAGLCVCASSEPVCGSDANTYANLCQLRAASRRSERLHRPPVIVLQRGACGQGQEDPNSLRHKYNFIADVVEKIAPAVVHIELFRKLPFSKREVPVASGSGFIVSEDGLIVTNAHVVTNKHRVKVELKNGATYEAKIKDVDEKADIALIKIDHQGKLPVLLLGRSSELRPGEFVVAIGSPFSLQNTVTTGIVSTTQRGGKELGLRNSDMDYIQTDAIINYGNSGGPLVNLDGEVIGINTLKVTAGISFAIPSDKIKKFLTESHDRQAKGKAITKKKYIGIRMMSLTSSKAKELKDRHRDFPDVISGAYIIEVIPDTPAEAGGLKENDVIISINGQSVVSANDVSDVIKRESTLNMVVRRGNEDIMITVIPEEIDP
# GC-A act = GC-A (human) enzyme activation; P16066; 0.14% of 370,000 active; activation, % at 10 µM; HEK293 GC-A cells, cGMP TR-FRET, EC30 ANP; 0% at EC30 ANP, 100% saturating ANP; in the data active = activation above about 40%
# rCAG binder = molecules binding r(CAG) RNA repeats; r(CAG) RNA repeat, TO-PRO-1 dye displacement fluorescence; inhibition, % at 3 µM; 1.3% of 370,000 active;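 active = inhibition above the plate cutoff, the mean of all test compounds on that plate plus 3 SD, cut at about 35% in these data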;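 also: 0% = DMSO alone and 100% = 100 µM mitoxantrone as full dye displacement; higher means more dye released from RNA so lower well fluorescence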
# MBD2 inh = blocks human MBD2 binding to methylated DNA; TR-FRET, MBD2 binding to methylated oligonucleotide; inhibition, % at 4.4 µM; 0.31% of 370,000 active; in the data active = inhibition above about 13%
# GC-B act = GC-B (human) receptor activation; activation, % at 10 µM; 0.11% of 370,000 active; HEK293-GC-B cells, CNP EC30, cGMP TR-FRET; 0% at EC30 CNP, 100% saturating CNP; P20594; AID 1920062;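 active = activation at 10 µM reaching about 35% in either raw or pattern-adjusted values, limit read from the data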
# UHRF1 MBD2 ctr = blocks human UHRF1 binding to methylated DNA; Q96T88; UHRF1 binding to methylated oligo, TR-FRET; inhibition, % at 4.4 µM; 0.75% of 370,000 active; in the data active = inhibition above about 21%;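 also: UHRF1 SRA domain binding a hemimethylated CpG hairpin DNA probe; 0% = median of test compound wells and 100% = reference inhibitor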
# TCR-CD3 inh = human TCR-CD3 binding inhibition; inhibition, % at 9.4 µM; 0.37% of 360,000 active; TAMRA-labeled TCR probe fluorescence, biochemical; in the data active = inhibition above about 19%;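 also: recombinant mutant TCR 2C K166C tagged with TAMRA read by polarization; 0% = receptor in buffer alone and 100% = receptor with positive control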
# mABHD4 FP = inhibitors of mouse ABHD4. inhibition, % at 8.92 µM. purified mABHD4, FP-Rh probe fluorescence polarization. Q8VD66. 0.54% of 370,000 active;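 active = inhibition exceeding the mean over every tested compound plus 3 SD, cut at about 30% in these data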;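 also: 0% = plate median of compound wells and 100% = S159A mutant with DMSO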
#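 system = mouse ABHD4 enzyme, wild type | medium = HEPES pH 7.0, NaCl, Pluronic buffer | also added = FP-Rh probe | incubation = Enzyme–compound pre-incubation 45 min, then probe 60 min, both 25 °C | technique = fluorescence polarization, excitation 525 nm, emission 598 nm, BODIPY TMR filters | controls = S159A mutant high control, sample median low control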
# PRMT1 FP inh = blocks human protein arginine methyltransferase 1; Q99873; 1.3% of 370,000 active; recombinant PRMT1, activity-based probe fluorescence polarization; inhibition, % at 2.79 µM;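 active = inhibition above about 21% made by adding two undisclosed values, limit read from the data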
# Target sequence (Q99873 whole entry, looked up): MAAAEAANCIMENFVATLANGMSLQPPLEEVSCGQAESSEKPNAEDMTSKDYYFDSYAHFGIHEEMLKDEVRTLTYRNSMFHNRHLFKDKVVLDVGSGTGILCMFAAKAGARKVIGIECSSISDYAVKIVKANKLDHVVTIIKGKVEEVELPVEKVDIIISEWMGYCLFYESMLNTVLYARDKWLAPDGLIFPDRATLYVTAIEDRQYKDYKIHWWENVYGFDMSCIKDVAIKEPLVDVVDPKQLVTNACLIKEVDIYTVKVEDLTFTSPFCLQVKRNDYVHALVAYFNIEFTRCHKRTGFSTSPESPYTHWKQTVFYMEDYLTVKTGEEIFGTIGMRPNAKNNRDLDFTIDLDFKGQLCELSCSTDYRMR
# SIAE inh = inhibitors of human sialic acid acetylesterase SIAE. Q9HAT2. SIAE FP-Rh probe binding, fluorescence polarization. inhibition, % at 9.66 µM. 0.69% of 370,000 active. AID 1053197;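 active = inhibition above a cutoff: mean of compounds within the control limits plus 3 SD of those, cut at about 17% in these data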;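 also: 0% = plate median of compound wells and 100% = probe without SIAE protein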
# Numbers without * were called inactive; / = no result given. Only part of the results is shown; the hit share may differ from the screen's.
SMILES,HTRA1 inh,GC-A act,rCAG binder,MBD2 inh,GC-B act,UHRF1 MBD2 ctr,TCR-CD3 inh,mABHD4 FP,PRMT1 FP inh,SIAE inh
Cc1cc(C)n2nc(SCN3C(=O)c4ccccc4C3=O)nc2n1,-1,4,0,1,7,-2,7,2,12,4
COc1cc2nc(CN3CCC(Cc4ccccc4)CC3)[nH]c(=O)c2cc1OC,3,-4,0,2,-6,14,10,2,-1,0
O=C(NN=C1CCCCCC1)C(=O)Nc1cccc(Br)c1,3,6,-2,5,-1,3,-3,-3,4,-3
CCOc1ccc(C(=O)/C=C/Nc2ccc(S(=O)(=O)N=C(N)N)cc2)cc1,0,-1,5,6,1,0,5,-3,-3,4
CCOc1ccc(C(=O)CCNC(Cc2cnc[nH]2)C(=O)O)cc1 (stereo not given),-2,1,1,0,1,-5,-1,6,-1,6
COC(=O)c1c(-c2ccc(OC)cc2)sc2cc(OC)c(OC)cc12,-32,-6,3,11,-17,6,-1,-6,-1,-6
Cc1cccc(C)c1OCC(=O)Nc1cccc(NC(=O)c2ccco2)c1,-28,2,0,3,7,2,4,-12,0,-7
Cc1ccc(S(=O)(=O)NCCNC(C)c2ccc(Br)cc2)cc1 (stereo not given),1,-1,-2,-5,-5,6,2,3,-3,9
CC(C)c1nc(CNC(=O)c2ccc(OC3CCN(Cc4ccccn4)CC3)cc2)cs1,-4,4,-9,2,-5,-4,-2,7,-2,2
C=CCn1c(-c2csc3c2CCC(C)C3)n[nH]c1=S (stereo not given),5,1,6,2,0,-1,2,1,13,6
CCN(CC)S(=O)(=O)c1ccc(S(=O)(=O)N(CC(=O)Nc2ccccc2)Cc2ccco2)cc1,-11,10,-1,2,6,-3,1,-1,2,1
CC(CCc1ccccc1)NC(=O)c1cnc(Cl)c(Cl)c1 (stereo not given),-7,-3,0,-5,-3,0,1,-6,-4,-3
CC(C)NC(=O)COC(=O)c1ccc(Oc2ccccc2)cc1,-5,4,-4,1,-2,0,-8,-9,1,-3
Cc1ccc(-c2c[n+](CC(=O)Nc3ccc(C)cc3C)c3n2CCC3)cc1,-4,7,6,0,-6,37*,-2,0,-4,13
CC(=O)Nc1nnc(-c2c(-c3ccccc3Cl)noc2C)o1,2,3,-4,3,5,1,1,-1,2,-5
CCC(C)(C)NC(=O)CN(C(=O)CCC(=O)Nc1ccccn1)c1ccc(F)c(Cl)c1,0,2,-9,-3,4,-2,6,1,0,0
CC(=O)c1ccc(/C=C/c2nc3ccccc3n2C)o1,/,31,3,-4,0,-3,3,0,6,-3
COc1cc(C2C3=C(CC(C)(C)CC3=O)N(C)C3=C2C(=O)CC(C)(C)C3)cc(Br)c1O,3,1,4,-4,4,-3,11,-3,-4,2
Cc1c(N2CCCCC2)[nH]c2ccccc12,11,-4,1,-1,-5,-2,6,5,-1,-2
CCOC(=O)c1cc(-c2ccc(OC)cc2)n(CCC(=O)NC2CCN(Cc3ccccc3)CC2)c1C,-13,-1,-4,7,-3,5,-4,1,2,3
OCc1ccc(-c2ccc3nccn3c2)cc1,/,-7,0,2,1,-1,-7,-3,5,3
O=C(CNC(=S)NC(=O)c1ccc(F)cc1)c1ccccc1,2,5,-1,4,3,-1,-2,-7,0,-6
CCOc1ccc(NC(=O)C/C(C)=N/NC(=O)COc2ccc(Br)cc2C)cc1,0,-4,-2,0,2,0,5,-6,0,9
CCCNC(=O)C(Cc1ccc(Br)cc1)NC(=O)c1ccc(C#N)cc1 (stereo not given),-1,-3,-2,1,-2,-1,-1,6,-3,-1
COC(=O)c1ccc(C23CC4(C2)[C@H](CN(Cc2cccnc2)[C@@H]4c2ccccc2)C3c2ccccc2)cc1 (stereo not given in full),-39,1,4,-1,-1,1,-5,-1,2,-1

# In a second layout: results already given
# Values in the order – HTRA1 inh | GC-A act | rCAG binder | MBD2 inh | GC-B act | UHRF1 MBD2 ctr | TCR-CD3 inh | mABHD4 FP | PRMT1 FP inh | SIAE inh
- O=C(NN=C1CCCCCC1)C(=O)Nc1cccc(Br)c1
  3 | 6 | -2 | 5 | -1 | 3 | -3 | -3 | 4 | -3
- CCOc1ccc(C(=O)/C=C/Nc2ccc(S(=O)(=O)N=C(N)N)cc2)cc1
  0 | -1 | 5 | 6 | 1 | 0 | 5 | -3 | -3 | 4
- CCOc1ccc(C(=O)CCNC(Cc2cnc[nH]2)C(=O)O)cc1 (stereo not given)
  -2 | 1 | 1 | 0 | 1 | -5 | -1 | 6 | -1 | 6
- COC(=O)c1c(-c2ccc(OC)cc2)sc2cc(OC)c(OC)cc12
  -32 | -6 | 3 | 11 | -17 | 6 | -1 | -6 | -1 | -6
- Cc1cccc(C)c1OCC(=O)Nc1cccc(NC(=O)c2ccco2)c1
  -28 | 2 | 0 | 3 | 7 | 2 | 4 | -12 | 0 | -7
- Cc1ccc(S(=O)(=O)NCCNC(C)c2ccc(Br)cc2)cc1 (stereo not given)
  1 | -1 | -2 | -5 | -5 | 6 | 2 | 3 | -3 | 9
- CC(C)c1nc(CNC(=O)c2ccc(OC3CCN(Cc4ccccn4)CC3)cc2)cs1
  -4 | 4 | -9 | 2 | -5 | -4 | -2 | 7 | -2 | 2
- C=CCn1c(-c2csc3c2CCC(C)C3)n[nH]c1=S (stereo not given)
  5 | 1 | 6 | 2 | 0 | -1 | 2 | 1 | 13 | 6
- CCN(CC)S(=O)(=O)c1ccc(S(=O)(=O)N(CC(=O)Nc2ccccc2)Cc2ccco2)cc1
  -11 | 10 | -1 | 2 | 6 | -3 | 1 | -1 | 2 | 1
- CC(CCc1ccccc1)NC(=O)c1cnc(Cl)c(Cl)c1 (stereo not given)
  -7 | -3 | 0 | -5 | -3 | 0 | 1 | -6 | -4 | -3
- CC(C)NC(=O)COC(=O)c1ccc(Oc2ccccc2)cc1
  -5 | 4 | -4 | 1 | -2 | 0 | -8 | -9 | 1 | -3
- Cc1ccc(-c2c[n+](CC(=O)Nc3ccc(C)cc3C)c3n2CCC3)cc1
  -4 | 7 | 6 | 0 | -6 | 37* | -2 | 0 | -4 | 13

# Remaining list, next part.
SMILES,HTRA1 inh,GC-A act,rCAG binder,MBD2 inh,GC-B act,UHRF1 MBD2 ctr,TCR-CD3 inh,mABHD4 FP,PRMT1 FP inh,SIAE inh
Fc1ccccc1Cn1ccc2ccc(-c3ccc4ccn(Cc5ccccc5F)c4c3)cc21,/,3,10,-1,4,-2,/,8,-3,-6
COc1ccc(OC)c(/C=C/C(=O)N2CCN(S(=O)(=O)c3ccc(C)cc3C)CC2)c1,-20,0,3,-6,-5,-2,1,0,-2,-7
CCc1ncc(C(O)c2ccc(Cl)cc2)n1Cc1ccccc1 (stereo not given),2,-10,-2,2,-8,-4,-5,0,2,-2
CCOC(=O)C1=C(O)/C(=C/c2ccc(-c3ccccc3C(=O)O)o2)SC1=Nc1ccc(OC)cc1,4,-4,38*,-5,2,6,4,28,19,1
COc1ccc2c(c1)CC(=O)NC=C2,0,0,0,-1,-1,0,6,7,-3,-5
CCC1Sc2ccc(S(=O)(=O)CCC(=O)Nc3ccccc3Cl)cc2NC1=O (stereo not given),-2,-3,1,2,2,-1,1,1,-1,13
C=CCn1c(SCc2nc3ccccc3[nH]2)nnc1-c1ccccn1,-4,-15,5,3,-12,7,7,1,3,-4
O=C(Nc1ccccc1[N+](=O)[O-])NC1CCCCN(Cc2cccc(Cl)c2)C1=O (stereo not given),/,0,0,0,-7,-3,/,0,-2,-4
O=C(Nc1ccc(Cl)cc1)c1cccc(NC2=NC3CS(=O)(=O)CC3S2)c1 (stereo not given),-4,-3,8,-3,6,-1,-6,-9,-11,-1
CC(C)CC(=O)Nc1ccc(Cc2ccncc2)cc1,0,0,-3,0,1,2,-11,-2,0,3
CCC(=O)N(Cc1cc2cccc(C)c2[nH]c1=O)c1ccccc1OC,-9,-7,-4,-2,1,-3,0,7,2,0
CC(C)c1cccc(C(C)C)c1NC(=O)OC1CCCCC1,/,-5,0,-2,-9,-1,6,5,-2,-3
O=C1OCc2ccc([N+](=O)[O-])cc21,2,2,2,0,2,-1,3,2,-4,-3
CC(C)n1nnnc1-c1cccc(Cl)c1,1,3,-2,0,-4,-2,6,2,-2,-4
COc1cnc(-c2ccccn2)nc1Oc1ccccc1Cl,6,7,-1,0,2,0,6,-2,-2,4
O=C(c1ccc(Cl)s1)N1CCc2ccccc21,-12,2,-1,0,-2,0,9,-4,-4,-4
O=[N+]([O-])c1cccnc1S(=O)(=O)c1ccccc1,-2,4,-1,-3,3,-3,4,-4,2,0
O=C(Nc1nccs1)C1CCN(S(=O)(=O)c2ccc(Cl)c(C(F)(F)F)c2)CC1,-2,0,0,-6,-3,-3,1,1,-1,2
CC1CCCCC1NC(=O)/C=C/c1nc2ccccc2s1 (stereo not given),-13,2,-6,-5,-3,-1,4,-6,-2,-1
COc1ccc(CCNC(=O)CCN2C(=O)[C@@H]3Cc4ccccc4CN3C2=O)cc1OC,-2,1,-5,-8,0,-1,4,0,-3,0
O=c1[nH]c2cc3c(cc2cc1C(c1nnnn1C1CCCCC1)N1CCSCC1)OCCO3 (stereo not given),6,1,8,2,8,-4,-1,-7,22*,-8
O=C(NN1C(=O)/C(=C/c2cccs2)SC1=S)c1ccncc1,2,2,7,-12,-4,-17,4,6,13,0
CCOC(=O)C1CCN(C(=O)CN(c2ccc3c(c2)OCCO3)S(=O)(=O)c2ccccc2)CC1,2,0,-7,-3,1,-2,6,0,-1,-3
Cn1c2c(c3ccccc31)CCSC2=O,1,4,3,-4,7,-2,4,4,-2,-4
CCc1nn(CC(=O)NCc2cccnc2)c(=O)c2cc3occc3n12,-1,-4,1,2,1,-4,1,-6,0,6

# Three compounds already listed, arranged by molecular weight, low to high.
SMILES,HTRA1 inh,GC-A act,rCAG binder,MBD2 inh,GC-B act,UHRF1 MBD2 ctr,TCR-CD3 inh,mABHD4 FP,PRMT1 FP inh,SIAE inh
COc1ccc2c(c1)CC(=O)NC=C2,0,0,0,-1,-1,0,6,7,-3,-5
COc1cnc(-c2ccccn2)nc1Oc1ccccc1Cl,6,7,-1,0,2,0,6,-2,-2,4
CCc1ncc(C(O)c2ccc(Cl)cc2)n1Cc1ccccc1 (stereo not given),2,-10,-2,2,-8,-4,-5,0,2,-2

# The list continues.
SMILES,HTRA1 inh,GC-A act,rCAG binder,MBD2 inh,GC-B act,UHRF1 MBD2 ctr,TCR-CD3 inh,mABHD4 FP,PRMT1 FP inh,SIAE inh
COc1cccc(CN2CC(C(=O)N(C)Cc3[nH]c4ccccc4c3C)CCC2=O)c1 (stereo not given),-4,2,0,-2,-2,2,4,5,2,7
CCOC(=O)N1C(=O)NC(=O)C1c1ccc(Cl)cc1 (stereo not given),3,1,3,-7,-1,-1,5,6,-1,-2
CCCN=C1NC(=O)C(CC(=O)NCCc2ccc(OC)c(OC)c2)S1 (stereo not given),1,-1,6,2,-2,1,-3,6,21,5
O=C1CC(c2ccccc2Cl)Cc2c1cnn2-c1nc2ccccc2s1 (stereo not given),/,-2,8,0,-6,-1,-8,-7,-3,-8
COc1ccc(NC(=O)c2cn(CCC#N)nc2-c2cccs2)cc1,10,0,-2,-2,-4,2,-2,-3,-1,9
Cc1c(NC(=O)C(C)OC(=O)/C=C/c2ccc(OC(F)F)cc2)c(=O)n(-c2ccccc2)n1C (stereo not given),-2,1,-6,3,1,-4,-7,-1,-2,8
COc1ccc2cc(CN(CC3CCCO3)C(=O)Nc3ccccc3OC)c(=O)[nH]c2c1 (stereo not given),-5,2,-5,-1,1,1,-4,5,2,-3
